SR-BI uptake up – SR-BI HDL lipid transfer activation; CHO ldlA[mSR-BI] cells, DiI-HDL uptake fluorescence, 3 h; 100 = double the neutral-control signal; activation, % at 12.5 µM; hit rate 0.096% among 320,000;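 active = mean replicate activation of at least 60% and every replicate at or above 60%; inconclusive = mean or all-replicate condition met, but not both; inactive = mean below 60% and not all replicates reaching 60%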;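 note: 0% = median plate neutral-control signal and 100% = twice that signal; values of inactives mirror those of a sister screen read the other way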
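Material: SR-BI-overexpressing, LDLR-lacking CHO cells; schedule: compound exposure 3 h, 37 °C; reagent: DiI-labelled HDL at 10 µg/mL final; technique: bottom-read fluorescence, 550/595 nm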
PvdQ inh – blocks Pseudomonas aeruginosa PvdQ acylase activity | purified PvdQ acylase, fluorescence plate reader | inhibition, % at 10 µM | hit rate 0.063% among 340,000 | AID 488965; in the data active = inhibition above about 30%, passing the limit was not always enough; inconclusive = no clear call, values can overlap the other calls;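 note: 0% = vehicle neutral wells and 100% = reference inhibitor wells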
CAL PDZ FP-1 – inhibitors of human CAL PDZ peptide binding | Q9HD26 | purified CAL PDZ, TMR-peptide fluorescence polarization, 1 h | inhibition, % at 24.9 µM | hit rate 0.92% among 300,000 | AID 602252;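 active = mean inhibition of at least 30% with at least half of replicates also reaching 30%; inconclusive = no clear call, values can overlap the other calls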;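 note: 0% = DMSO neutral control and 100% = excess unlabeled competitor peptide PRC23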
NSD2 inh – NSD2 (human) methyltransferase inhibition. NSD2 peptide methylation, AlphaScreen, 120 min. O96028. hit rate 0.54% among 310,000. inhibition, % at 12.5 µM; in the data active = inhibition above about 50%
CAL PDZ FP-2 – inhibitors of human CAL PDZ peptide binding. inhibition, % at 20 µM. hit rate 0.02% among 330,000. Q9HD26. AID 504414. purified CAL PDZ, TMR-peptide fluorescence polarization, 1 h;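 active = highest replicate inhibition of at least 40%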;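 note: plate controls were DMSO neutral control wells for no effect and unlabeled competitor peptide control wells for full effect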
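material = purified tagged CAL PDZ domain construct (CerCALP) | buffer or medium = sodium phosphate/NaCl buffer pH 7.4 with TCEP, IgG, Thesit | reagent = TMR-labelled reporter peptide T*-PRC34 bound in PDZ groove | incubation = 1 h room-temperature incubation prior to read | measured by = fluorescence polarization (mP) | evaluation = percent inhibition from loss of millipolarization | control set = unlabelled peptide and DMSO controls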
Rtt109 HAT inh – inhibitors of Candida albicans Rtt109/Vps75 histone acetyltransferase; purified Rtt109/Vps75, ThioGlo CoA-SH fluorescence, 4 h; inhibition, % at 34.9 µM; hit rate 0.16% among 330,000; AID 540336;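 active = inhibition of at least 50% in every replicate; inconclusive = best replicate reaches 50% inhibition but some replicates fall short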
Target sequence (Q5AAJ8 whole entry, looked up): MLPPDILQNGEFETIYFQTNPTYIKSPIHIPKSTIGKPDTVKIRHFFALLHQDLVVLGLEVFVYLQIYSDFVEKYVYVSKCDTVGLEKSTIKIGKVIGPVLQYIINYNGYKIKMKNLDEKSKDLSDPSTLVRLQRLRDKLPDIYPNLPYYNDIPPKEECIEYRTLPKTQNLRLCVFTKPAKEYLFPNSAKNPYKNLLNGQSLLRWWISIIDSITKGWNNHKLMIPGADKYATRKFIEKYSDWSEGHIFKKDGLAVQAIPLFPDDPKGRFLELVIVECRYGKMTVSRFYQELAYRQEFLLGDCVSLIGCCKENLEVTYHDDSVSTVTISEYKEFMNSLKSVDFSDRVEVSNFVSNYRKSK
MITF TRPM1 HTS – increases MITF-driven TRPM1 promoter luciferase signal | SK-MEL-5 TRPM1-promoter luciferase, 24 h; % of positive control, neutral wells = 0 | activation, % at 12.5 µM | hit rate 0.75% among 300,000 | AID 588334;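 active = mean activation of at least 80% with every replicate also reaching 80%; inconclusive = mean reaches 80% but some replicate falls short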;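 note: 0% = neutral control wells and 100% = parthenolide positive control wells; values of inactives mirror those of a sister screen read the other way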
PfHsp90 set2 – growth inhibition of yeast expressing Plasmodium Hsp90 | S. cerevisiae expressing PfHsp90, BacTiter-Glo ATP, 48 h; yeast lacking PDR1 and PDR3 efflux regulators | hit rate 0.32% among 310,000 | AID 504621 | inhibition, % at 9.4 µM;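 active = every replicate shows inhibition above about 80%, whatever the replicate mean, limit read from the data; inconclusive = mean inhibition reaches the set limit but some replicate falls short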;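 note: 0% = DMSO neutral controls and 100% = 20 µM radicicol positive controls; yeast relying on Plasmodium falciparum Hsp90 in place of its own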
dFosB act – activators of mouse delta FosB homodimer; P13346; activation, % at 25 µM; purified delta FosB, TAMRA-CDK5 oligo fluorescence polarization; percent of positive-control signal above neutral wells; hit rate 0.99% among 340,000; AID 493131;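 active = mean activation above about 17%, with every replicate also reaching it, limit read from the data, passing the limit was not always enough; inconclusive = only one of the two conditions met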;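 note: fluorescence polarization rise as delta FosB binds a TAMRA Cdk5 AP-1 oligo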
SR-BI DiI inh – blocks mouse SR-BI lipid uptake from DiI-HDL | ldlA[mSR-BI] CHO cells, DiI-HDL uptake fluorescence, 3 h | inhibition, % at 12.5 µM | hit rate 0.96% among 320,000;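 active = mean replicate inhibition of at least 70% and a set share of replicates each scoring 70 or more; inconclusive = meets just one of the two criteria; inactive = fails both criteria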;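 note: 0% = median of neutral control wells and 100% = median of positive control wells; values of inactives mirror those of a sister screen read the other way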
Target sequence (Q61009 whole entry, looked up): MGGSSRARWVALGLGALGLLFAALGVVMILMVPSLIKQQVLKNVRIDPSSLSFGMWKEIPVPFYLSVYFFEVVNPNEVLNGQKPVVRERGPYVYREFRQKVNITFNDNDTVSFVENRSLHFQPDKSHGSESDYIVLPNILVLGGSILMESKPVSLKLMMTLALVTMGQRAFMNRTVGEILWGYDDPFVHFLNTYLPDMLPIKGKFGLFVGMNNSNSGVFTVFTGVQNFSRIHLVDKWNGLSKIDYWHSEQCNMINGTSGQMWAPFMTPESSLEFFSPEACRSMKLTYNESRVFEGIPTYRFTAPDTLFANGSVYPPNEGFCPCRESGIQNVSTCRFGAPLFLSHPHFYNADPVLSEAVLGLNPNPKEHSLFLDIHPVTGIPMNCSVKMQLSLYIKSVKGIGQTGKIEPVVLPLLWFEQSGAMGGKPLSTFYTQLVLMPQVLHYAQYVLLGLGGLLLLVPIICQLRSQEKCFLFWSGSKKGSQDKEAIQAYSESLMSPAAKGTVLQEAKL
* hit, by the source's call. No enrichment for hits (roughly 4.3% active in at least one column).

`O=C(NCCc1c[nH]c2ccccc12)OCCSS(=O)(=O)O` gave SR-BI uptake up 15, PvdQ inh 1, CAL PDZ FP-1 0, NSD2 inh 31, CAL PDZ FP-2 0.4, Rtt109 HAT inh 37, MITF TRPM1 HTS 5, PfHsp90 set2 9, dFosB act -2 and SR-BI DiI inh -6.
Screening Cc1nc2c(cc1NC(=O)C(C)(C)C)nc(C)n2Cc1ccccc1 returned SR-BI uptake up 25, PvdQ inh -12, CAL PDZ FP-1 3, NSD2 inh -3, CAL PDZ FP-2 -0.3, Rtt109 HAT inh 6, MITF TRPM1 HTS 0, PfHsp90 set2 -1, dFosB act -4 and SR-BI DiI inh -25.
Screening O=C(COC(=O)Cc1c(F)cccc1Cl)NC1CCS(=O)(=O)C1 (configuration not stated) returned SR-BI uptake up 17, PvdQ inh 4, CAL PDZ FP-1 6, NSD2 inh 0, CAL PDZ FP-2 -2.8, Rtt109 HAT inh 16, MITF TRPM1 HTS -3, dFosB act -3 and SR-BI DiI inh -17.
CCOc1ccc(-c2c(C(=O)N/N=C/c3ccccc3)nnn2-c2nonc2N)cc1 was read as SR-BI uptake up -74, PvdQ inh -11, CAL PDZ FP-1 -5, NSD2 inh -2, CAL PDZ FP-2 0.0, Rtt109 HAT inh -4, PfHsp90 set2 -9, dFosB act 1 and SR-BI DiI inh 74*.
Screening C=CCN(C(=O)CCC(=O)Nc1cc(C)on1)C(C(=O)NC1CCCC1)c1ccc(OC)c(OC)c1 (configuration not stated) returned SR-BI uptake up 22, PvdQ inh -7, CAL PDZ FP-1 -3, NSD2 inh 4, CAL PDZ FP-2 -1.9, Rtt109 HAT inh -3, MITF TRPM1 HTS 0, PfHsp90 set2 -70, dFosB act 1 and SR-BI DiI inh -22.
Screening CN(CC(=O)Nc1cccc(F)c1)CC(=O)Nc1cccc([N+](=O)[O-])c1 returned SR-BI uptake up -5, PvdQ inh -10, CAL PDZ FP-1 -2, NSD2 inh 14, CAL PDZ FP-2 -0.9, Rtt109 HAT inh 2, MITF TRPM1 HTS 4, PfHsp90 set2 21, dFosB act -10 and SR-BI DiI inh 5.
For C=CCNC(=S)Nc1ccc(N2CCOCC2)c(S(=O)(=O)Nc2ccccc2Cl)c1 the results were SR-BI uptake up -22, PvdQ inh -13, CAL PDZ FP-1 -9, NSD2 inh 2, CAL PDZ FP-2 0.4, Rtt109 HAT inh -6, MITF TRPM1 HTS 6, dFosB act -10 and SR-BI DiI inh 22.
Screening COc1ccc(N2CCN(C(=O)c3ccccc3NS(=O)(=O)c3ccc(C)cc3)CC2)cc1 returned SR-BI uptake up 1, PvdQ inh 10, CAL PDZ FP-1 -1, NSD2 inh 6, CAL PDZ FP-2 -1.0, Rtt109 HAT inh 12, MITF TRPM1 HTS -6, PfHsp90 set2 -3, dFosB act -1 and SR-BI DiI inh -1.
`Cc1cc(C)c(C#N)c(N2CCC(C(N)=O)CC2)n1` gave SR-BI uptake up 3, PvdQ inh -6, CAL PDZ FP-1 48*, NSD2 inh -2, CAL PDZ FP-2 -1.7, MITF TRPM1 HTS 11, PfHsp90 set2 -9, dFosB act 2 and SR-BI DiI inh -3.
Screening Cc1occc1C(=O)N1CCCC(Nc2ccc(F)c(F)c2)C1 (configuration not stated) returned SR-BI uptake up -11, PvdQ inh -18, CAL PDZ FP-1 -3, NSD2 inh 4, CAL PDZ FP-2 9.5, Rtt109 HAT inh -8, MITF TRPM1 HTS 2, PfHsp90 set2 4, dFosB act -7 and SR-BI DiI inh 11.
CCCn1c(SCC(=O)Nc2cccc(C(=O)OCC)c2)nnc1-c1ccoc1C was read as SR-BI uptake up -12, PvdQ inh -4, CAL PDZ FP-1 -1, NSD2 inh -4, CAL PDZ FP-2 -2.9, Rtt109 HAT inh -10, MITF TRPM1 HTS -1, PfHsp90 set2 -12, dFosB act -15 and SR-BI DiI inh 12.
Screening CCCc1c(C(=O)Nc2ccc(F)cc2)cnn1-c1ccccc1 returned SR-BI uptake up -6, PvdQ inh -13, CAL PDZ FP-1 1, NSD2 inh -5, CAL PDZ FP-2 0.0, Rtt109 HAT inh -9, PfHsp90 set2 23, dFosB act -15 and SR-BI DiI inh 6.

In the list so far, these have a Cl atom:
Screening O=C(COC(=O)Cc1c(F)cccc1Cl)NC1CCS(=O)(=O)C1 (configuration not stated) returned SR-BI uptake up 17, PvdQ inh 4, CAL PDZ FP-1 6, NSD2 inh 0, CAL PDZ FP-2 -2.8, Rtt109 HAT inh 16, MITF TRPM1 HTS -3, dFosB act -3 and SR-BI DiI inh -17.
For C=CCNC(=S)Nc1ccc(N2CCOCC2)c(S(=O)(=O)Nc2ccccc2Cl)c1 the results were SR-BI uptake up -22, PvdQ inh -13, CAL PDZ FP-1 -9, NSD2 inh 2, CAL PDZ FP-2 0.4, Rtt109 HAT inh -6, MITF TRPM1 HTS 6, dFosB act -10 and SR-BI DiI inh 22.

More records
`CC1CCN(Cc2c(C(=O)N/N=C/c3cccc(Cl)c3)nnn2-c2nonc2N)CC1` gave SR-BI uptake up 3, PvdQ inh 2, CAL PDZ FP-1 -1, NSD2 inh 1, CAL PDZ FP-2 -1.2, Rtt109 HAT inh inconclusive, MITF TRPM1 HTS 4, PfHsp90 set2 -2, dFosB act -3 and SR-BI DiI inh -3.
CC(CCc1ccccc1)NC(=O)COC(=O)c1cccnc1Cl (configuration not stated) was read as SR-BI uptake up 2, PvdQ inh -9, CAL PDZ FP-1 -5, NSD2 inh 0, CAL PDZ FP-2 0.1, Rtt109 HAT inh 1, MITF TRPM1 HTS -1, PfHsp90 set2 -2, dFosB act -11 and SR-BI DiI inh -2.
COc1ccc(S(=O)(=O)N(Cc2ccccc2)Cc2nc3ccccc3c(=O)[nH]2)cc1 was read as SR-BI uptake up -41, PvdQ inh -9, CAL PDZ FP-1 -5, NSD2 inh 0, CAL PDZ FP-2 -2.7, Rtt109 HAT inh 10, PfHsp90 set2 -13, dFosB act -4 and SR-BI DiI inh 41.
`CCCCOC(=O)n1c(=O)oc2ccc(S(=O)(=O)N3CCCCC3)cc21` gave PvdQ inh -9, CAL PDZ FP-1 6, NSD2 inh 2, CAL PDZ FP-2 -1.3, Rtt109 HAT inh -7, MITF TRPM1 HTS 1, PfHsp90 set2 6 and dFosB act -11.
For COc1ccc(C2(C)NC(=O)N(CC3CCCCC3)C2=O)cc1 (configuration not stated) the results were PvdQ inh -12, CAL PDZ FP-1 -6, NSD2 inh 4, CAL PDZ FP-2 -2.5, Rtt109 HAT inh 6, MITF TRPM1 HTS 7, PfHsp90 set2 -14 and dFosB act -6.
`CCN(CC)c1ccc(/C=C(\C#N)C(=O)c2ccc(Br)cc2)cc1` gave SR-BI uptake up 1, PvdQ inh -5, CAL PDZ FP-1 1, NSD2 inh -4, CAL PDZ FP-2 -2.1, Rtt109 HAT inh -2, MITF TRPM1 HTS 6, PfHsp90 set2 16, dFosB act -129 and SR-BI DiI inh -1.
`O=C(Cc1n[nH]c(=O)c2ccccc12)NC(c1ccccc1)c1ccccc1` gave SR-BI uptake up 29, PvdQ inh -13, CAL PDZ FP-1 -3, NSD2 inh -5, CAL PDZ FP-2 -0.4, Rtt109 HAT inh 1, MITF TRPM1 HTS -1, PfHsp90 set2 12, dFosB act 2 and SR-BI DiI inh -29.
Screening Cc1ccc(Cl)cc1N1CCN(S(=O)(=O)c2c(C(=O)N3CCOCC3)c(C)n(C)c2C)CC1 returned SR-BI uptake up 11, PvdQ inh 7, CAL PDZ FP-1 -2, NSD2 inh 12, CAL PDZ FP-2 -3.8, Rtt109 HAT inh 26, MITF TRPM1 HTS 2, PfHsp90 set2 3, dFosB act -6 and SR-BI DiI inh -11.
`O=C(Nc1ccc(Oc2ccccc2)cc1)C1CCCO1` (configuration not stated) gave SR-BI uptake up -23, PvdQ inh 5, CAL PDZ FP-1 -3, NSD2 inh -2, CAL PDZ FP-2 -2.4, MITF TRPM1 HTS 80, PfHsp90 set2 -22, dFosB act -4 and SR-BI DiI inh 23.
For CCOC(=O)Cn1c2c(c(=N)c3c1CCC3)CCC2 the results were SR-BI uptake up 7, PvdQ inh -7, CAL PDZ FP-1 -2, NSD2 inh -10, CAL PDZ FP-2 1.5, Rtt109 HAT inh 6, MITF TRPM1 HTS -20, PfHsp90 set2 -14, dFosB act -4 and SR-BI DiI inh -7.
Cc1cccc(-n2c(SCC(=O)N3CCCC3)nnc2-c2ccccn2)c1C was read as SR-BI uptake up 28, PvdQ inh -11, CAL PDZ FP-1 2, NSD2 inh -3, CAL PDZ FP-2 -2.4, Rtt109 HAT inh -15, MITF TRPM1 HTS -5, PfHsp90 set2 -35, dFosB act -7 and SR-BI DiI inh -28.
Cc1ccc(/C=N\NC(=O)c2ccc3c(c2)OCO3)o1 was read as SR-BI uptake up 11, PvdQ inh 8, CAL PDZ FP-1 7, NSD2 inh 2, CAL PDZ FP-2 -1.6, Rtt109 HAT inh -8, MITF TRPM1 HTS 31, PfHsp90 set2 7, dFosB act -3 and SR-BI DiI inh -11.
Screening O=c1[nH][nH]c2cc([N+](=O)[O-])ccc12 returned SR-BI uptake up 3, PvdQ inh -11, CAL PDZ FP-1 0, NSD2 inh 1, CAL PDZ FP-2 -3.2, Rtt109 HAT inh 0, MITF TRPM1 HTS -2, PfHsp90 set2 -2, dFosB act 2 and SR-BI DiI inh -3.
`CCC(C)(C(=O)NC1CCCC1)N(C(=O)Cc1cccs1)c1c(C)n(C)n(-c2ccccc2)c1=O` (configuration not stated) gave SR-BI uptake up 8, PvdQ inh -4, CAL PDZ FP-1 3, NSD2 inh -4, CAL PDZ FP-2 -0.6, Rtt109 HAT inh 4, MITF TRPM1 HTS 6, PfHsp90 set2 12, dFosB act -2 and SR-BI DiI inh -8.
`Cc1cccc(NC(=O)CCCN2C(=O)C(c3ccccc3)Oc3cccnc32)c1C` (configuration not stated) gave SR-BI uptake up -3, PvdQ inh 8, CAL PDZ FP-1 0, NSD2 inh -8, CAL PDZ FP-2 -1.9, Rtt109 HAT inh 11, MITF TRPM1 HTS -5, PfHsp90 set2 10, dFosB act 7 and SR-BI DiI inh 3.
For CC(=O)NC(c1cc(Cl)c2cccnc2c1O)C1CC1 (configuration not stated) the results were SR-BI uptake up 14, PvdQ inh -11, CAL PDZ FP-1 -6, CAL PDZ FP-2 -1.6, Rtt109 HAT inh 3, MITF TRPM1 HTS -50, PfHsp90 set2 -10, dFosB act -1 and SR-BI DiI inh -14.

Source: PubChem BioAssay
